USP2a inh = blocks human ubiquitin-specific protease USP2a | USP2a enzymatic assay, qHTS inhibition | 0.1% of 60,000 active | Potency, µM (top dose mostly 38.3 µM), without a hit: at the highest dose activity change, negative = inhibition, actives largely listed as inhibitors;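 further: potency means the concentration at half of the fitted maximal effect; nearly all actives have a fitted effect of over 60% in size; plate controls were DMSO for no effect and NEM full inhibition control for full effect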
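Coupled readout: USP2-cleaved Ub-PLA2 (20nM final) turns over NBD C6-HPC (20uM final), Ex 460nm/Em 535nm after 2.5 h, time-zero read flagging artifacts. Enzyme (20nM final, pH 8.0 Tris) given 30 min RT with compound first; NEM defines full inhibition.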
HADH2 inhib = blocks human hydroxyacyl-CoA dehydrogenase type II | recombinant HADH2, NADH fluorescence, beta-hydroxybutyryl-CoA | AID 886 | 3.4% of 73,000 active | Potency, µM (highest dose often 57.1 µM), for inactives: at the highest dose activity change, negative = inhibition, most hits filed as inhibitors; further: potency means the concentration at half of the fitted maximal effect; on the % scale 0 is the no-effect control and ±100 the full control effect; nearly all actives have a fitted effect of over 60% in size; many of its hits are not listed in these tables
Target sequence (Q99714 whole entry, looked up, one chain of several): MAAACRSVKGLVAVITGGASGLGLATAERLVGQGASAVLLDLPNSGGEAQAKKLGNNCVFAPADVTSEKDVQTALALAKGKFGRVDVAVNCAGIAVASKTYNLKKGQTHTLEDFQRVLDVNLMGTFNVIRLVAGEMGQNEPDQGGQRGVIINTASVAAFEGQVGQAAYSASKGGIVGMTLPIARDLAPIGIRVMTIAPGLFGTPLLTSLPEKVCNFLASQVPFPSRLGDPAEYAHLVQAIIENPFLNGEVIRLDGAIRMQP
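NADH fluorescence (ex 360/em 450 nm) read every 30 s for 4 min; activity taken as last-minus-first time point difference. Enzyme 20 nM, NAD+ 1 mM, beta-hydroxybutyryl-CoA 90 uM, pH 9.0 Tris buffer.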
HEK293 cAMP ctrl = counter-screen for TSHR agonists: cAMP increase in parental HEK293; 2.5% of 73,000 active; AID 938; Potency, µM (series often up to 57.1 µM), for inactives: at the top dose activation, most hits filed as activators; parental HEK293 CNG cAMP sensor, membrane potential fluorescence; further: potency means the concentration at half of the fitted maximal effect; % of control where 0% means no effect; nearly all actives have a fitted effect of over 55% in size
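Parental HEK 293 cells stably expressing a cAMP-gated CNG channel were loaded with membrane potential dye containing 100 uM RO 20-1724 for 60 min. Compound added for 30 min; depolarization read as fluorescence intensity at 590 nm.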
Caspase-1 inhib = blocks human caspase-1 allosterically or competitively | Caspase-1 enzyme, Ac-WEHD-AFC fluorogenic rate | 0.03% of 75,000 active | AID 900 | Potency, µM (highest dose often 57.5 µM), for the others: top-dose activity change, negative = inhibition, hits mostly inhibitors | P29466;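 further: potency means the concentration at half of the fitted maximal effect; plate controls were vehicle for no effect and no substrate for full effect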
Texas Red fluor = Texas Red region autofluorescence; Compound fluorescence, Texas Red channel, 547/618 nm; active compounds read high; max dye-equivalent concentration, M; 0.06% of 59,000 active; AID 587; in the data active means max dye-equivalent concentration above about 10 nM; inconclusive means between about 1.1 nM and that limit
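Dye-equivalent concentrations come from scaling compound signal (ex 547, em 618 nm) to six Texas Red standard concentrations run on every plate, after 15 min room-temperature incubation in pH 8.0 Tris (100 mM).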
ERK AVP inh = inhibitors of vasopressin-stimulated ERK signaling pathway; 0.99% of 72,000 active; HEK293-V1b, vasopressin-stimulated pERK AlphaScreen; Potency, µM (top dose mostly 57.5 µM), for the others: at the highest dose activity, negative = inhibition, hits mostly inhibitors; AID 995; further: potency means the concentration at half of the fitted maximal effect; on the % scale 0 is the no-effect control and ±100 the full control effect; nearly all actives have a fitted effect of over 55% in size
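Overnight-seeded V1b-HEK293 cells in 1% FBS got compound, then vasopressin (25 nM final, 5 min, 37C), then lysis buffer. AlphaScreen detection of phospho-ERK; activity normalized to basal and full-stimulation controls.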
Luciferase inh = firefly luciferase inhibition. purified firefly luciferase, luminescence, 8 min. Potency, µM (titrated, usually from 57.1 µM), without a hit: at the highest dose activity change, negative = inhibition, usual class: inhibitors. 2.2% of 72,000 active. AID 411; further: potency means the concentration at half of the fitted maximal effect; on the % scale 0 is the no-effect control and ±100 the full control effect; nearly all actives have a fitted effect of over 40% in size
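Compounds were tested as concentration series (qHTS) against purified P. pyralis luciferase with luciferin and 10 uM ATP in 50 mM imidazole pH 7.2, 50 mM KCl, 7 mM MgCl2, 0.01% Tween 20, 0.05% BSA. Luminescence was read after 8 min at ambient temperature.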
Caspase-7 inhib = allosteric or competitive inhibitors of human caspase-7; 0.02% of 75,000 active; Potency, µM (highest dose often 57.5 µM), inactives show at the highest dose activity change, negative = inhibition, most hits filed as inhibitors; recombinant caspase-7, Ac-DEVD-AFC fluorescence rate; AID 889; active means well fitted inhibition curve with a large enough effect in the main read-out, with a control signal flat, not every such curve was filed as active; inconclusive means small, poorly fitted or top-dose-only effect, or a change in a side signal; further: potency means the concentration at half of the fitted maximal effect; % of control where 0% means no effect
Tau filament bind = binds recombinant human tau filaments; 2% of 71,000 active; AID 596; Potency, µM (titrated, usually from 57.1 µM), without a hit: top-dose activity change, negative = inhibition; recombinant tau filaments, thioflavin S fluorescence, 15 h; filaments grown with octadecylsulfate alongside compound; P10636;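 further: potency means the concentration at half of the fitted maximal effect; on the % scale 0 is the no-effect control and ±100 the full control effect; actives lower thioflavin S fluorescence by blocking filaments or displacing dye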
Target sequence (P10636 whole entry, looked up): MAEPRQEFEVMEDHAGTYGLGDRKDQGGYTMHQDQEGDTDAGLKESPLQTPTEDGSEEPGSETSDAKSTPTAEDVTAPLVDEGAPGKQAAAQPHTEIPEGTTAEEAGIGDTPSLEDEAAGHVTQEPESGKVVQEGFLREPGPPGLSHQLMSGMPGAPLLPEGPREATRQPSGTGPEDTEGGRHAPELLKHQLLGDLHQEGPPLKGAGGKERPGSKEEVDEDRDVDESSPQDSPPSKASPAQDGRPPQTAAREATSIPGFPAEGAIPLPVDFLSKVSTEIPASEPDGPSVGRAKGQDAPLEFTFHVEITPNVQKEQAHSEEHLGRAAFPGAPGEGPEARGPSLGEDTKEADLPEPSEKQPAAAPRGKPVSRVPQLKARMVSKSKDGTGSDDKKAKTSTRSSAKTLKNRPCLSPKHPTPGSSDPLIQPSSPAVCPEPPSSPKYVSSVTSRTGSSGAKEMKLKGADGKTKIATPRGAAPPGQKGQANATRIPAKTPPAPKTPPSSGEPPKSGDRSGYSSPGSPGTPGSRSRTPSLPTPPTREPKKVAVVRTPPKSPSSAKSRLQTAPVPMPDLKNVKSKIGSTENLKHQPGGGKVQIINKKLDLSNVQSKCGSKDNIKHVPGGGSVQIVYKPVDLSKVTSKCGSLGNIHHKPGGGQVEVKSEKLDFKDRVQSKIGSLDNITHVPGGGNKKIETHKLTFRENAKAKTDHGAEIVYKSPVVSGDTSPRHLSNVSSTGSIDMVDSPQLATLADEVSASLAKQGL
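Quantitative HTS: thioflavine S signal from ODS-induced tau filaments, excited at 450 nm, emission 510 nm. Conditions: 1 uM tau, 30 uM ODS, 15 h at 37 C, pH 7.4.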
Rhodamine autofl = rhodamine region autofluorescence; AID 594; Rhodamine-region fluorescence, 547/598 nm, Tris buffer; active compounds read high; max dye-equivalent concentration, M; 0.05% of 59,000 active; in the data active means max dye-equivalent concentration above about 11 nM; inconclusive means between about 1.1 nM and that limit
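Intrinsic compound fluorescence, ex 547 / em 598 nm, CCD imager. Tris 100 mM pH 8.0; 15 min RT. Output = rhodamine dye-equivalent concentration at each compound concentration.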
Fluorescein autfl = fluorescein region autofluorescence | Compound autofluorescence, 480/540 nm, fluorescein-equivalent; active compounds read high | max fluorescein-equivalent concentration, M | 0.91% of 59,000 active; in the data active means max fluorescein-equivalent concentration above about 10 nM; inconclusive means between about 1.1 nM and that limit
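In this qHTS profile, compound fluorescence was measured with a 480 nm/540 nm filter pair following a 15-min room-temperature incubation in 100 mM Tris (pH 8.0). A six-point fluorescein series on each plate served for normalization.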
Numbers without * were called inactive; i = inactive; ? = inconclusive; · = no result given; [ ] = another dose, or the depositor's remark. Unless noted, the call rests on the fitted dose curve; in most records, active means well fitted curve in the direction sought with a large enough effect; inconclusive means small, poorly fitted or top-dose-only effect, or another doubt; inactive means no such curve, though single readings can be large; an effect the other way counts as inactive or inconclusive. This is a subset (hit frequency here may not be typical).

Molecule	USP2a inh	HADH2 inhib	HEK293 cAMP ctrl	Caspase-1 inhib	Texas Red fluor	ERK AVP inh	Luciferase inh	Caspase-7 inhib	Tau filament bind	Rhodamine autofl	Fluorescein autfl
COc1ccccc1-c1nnc2sc(COc3ccc(F)cc3)nn12	36%[activator]	?	26%	-1%	i	-12%	-2%	0%	44%	i	?
Cc1cc(C)n(-c2nc3ccccc3nc2N2CCN(S(=O)(=O)c3ccc(F)c(C)c3)CC2)n1	13%	?	?	-2%	i	9%	-1%	-1%	-8%	i	i
COc1ccc(CNc2nc3c(c(=O)n(Cc4ccc(Br)cc4)c(=O)n3C)n2C)cc1	21%	13%	-37%[inhibitor]	-2%	i	7%	3%	-2%	105%	i	i
Cc1ccccc1N1C(=O)CC(N2CCC(C(N)=O)CC2)C1=O (configuration not stated)	-5%	-16%	?	0%	i	5%	4%	0%	1%	i	i
CCN1CCN(c2nc3c(c(=O)[nH]c(=O)n3C)n2CCCSc2ncccn2)CC1	6%	7%	-1%	-2%	i	-4%	2%	-1%	-14%	i	i
CC(C)OCCCNc1ncnc2c1[nH]c1ccccc12	2%	25%	?	-2%	i	?	-20%	-2%	0%	i	?
O=C(Nc1ccccn1)C(NS(=O)(=O)c1cccc2nsnc12)c1ccccc1 (configuration not stated)	13%	?	0%	0%	?	4%	1%	-3%	-11%	i	i
COc1ccc(CNC(=O)COC(=O)c2ccc3c(c2)OCCO3)cc1	-16%	0%	16%	0%	i	18%	-2%	1%	-5%	i	i
COc1ccc(O)c(-c2cc(-c3cccs3)[nH]n2)c1	-18%	7%	1%	-3%	i	-27%	16µM*	5%	-7%	i	?
CCC(=O)Nc1cccc(NC(=O)c2cc3ccccc3o2)c1	17%	-5%	8%	2%	·	-12%	4µM*	0%	4%	·	·
CC(=O)N1CC=CC1(CC(C)C)C(=O)NCC1CC1 (configuration not stated)	·	-14%	4%	-2%	·	3%	·	-2%	-3%	·	·
COc1ccc(S(=O)(=O)N2CCC(O)(c3ccc(Cl)cc3)CC2)cc1	-4%	?	?	-5%	i	3%	-12%	2%	-2%	i	?
C/C(=N\O)c1ccc(N2C(=O)C3CC=C(Cl)CC3C2=O)cc1 (configuration not stated)	7%[7.66 µM]	14%[11.4 µM]	-10%[11.4 µM]	-1%	·	-24%	-18%	0%	3.2µM*	·	·
O=C1Nc2ccccc2C12OCCO2	0%	-9%	-8%	2%	i	21%	4%	0%	-2%	i	i
CCc1cc(C(=O)OC)c(NC(=O)CCCC(=O)O)s1	4%	?	17%	-1%	i	0%	2%	1%	0%	i	?
C/C(N)=C(/C#N)C(=O)CN1CCCCC1	-2%	-8%	0%	-3%	i	-5%	2%	-4%	12%	i	?
O=C(CCCOc1ccccc1)N1CCN(C(=O)c2ccco2)CC1	3%	-2%	1%	2%	i	10%	0%	0%	3%	i	i
CCCC(=O)Nc1cccc(-c2nc3ccccc3o2)c1	4%	?	6%	0%	i	14%	-4%	-2%	41%	i	?
Cc1cc(C(=O)Nc2nnc(-c3ccccc3)s2)no1	?	-25%	25%	2%	i	9%	-5%	0%	-6%	i	i
CC(=O)C1=C(O)C(=O)N(c2cc(C(C)(C)C)on2)C1c1ccc(C(C)C)cc1 (configuration not stated)	16%	-10%	16%	-1%	i	-24%	-1%	0%	12%	i	i
Cc1cccc(NC(=O)C2CC(O)CN2C(=O)OCc2ccccc2)c1 (configuration not stated)	13%	12%	1%	-2%	i	26%	2%	1%	2%	i	i
CCCSc1nc2c(c(=O)n(C)c(=O)n2C)n1Cc1ccc(C)cc1	-16%	4%	?	-2%	i	1%	-2%	1%	16%	i	?
Cn1c(=O)oc2cc(S(=O)(=O)N3CCCC(C(=O)N4CC=C(c5ccccc5)CC4)C3)ccc21 (configuration not stated)	·	18%	26%	-5%	·	-20%	1%	-1%	132%	·	·
CCn1c(SCC(=O)C(C)(C)C)nnc1-c1ccccn1	8%	-3%	12%	-1%	i	-6%	-1%	0%	-2%	i	i
Cn1cccc1Cc1nnc(SCC(=O)N2CCc3ccccc32)n1CCc1ccccc1	·	-5%	8%	-4%	·	16µM*	1%	-12%	80%	·	·
COc1ccc(-c2noc(-c3ccccc3C(=O)Nc3cccnc3)n2)cc1OC	26%	10%	26%	-1%	i	-11%	-7%	-2%	-13%	i	i
COc1cccc(CNS(=O)(=O)c2cn(C)cn2)c1	10%	-3%	1%	3%	?	6%	0%	0%	9%	i	i
NC(N)=N/N=C\c1ccc(O)c(C(=O)O)c1	·	-26%[11.4 µM]	12%[11.4 µM]	-3%[11.5 µM]	i	33%[activator][11.5 µM]	5%[11.4 µM]	1%[11.5 µM]	-5%[11.4 µM]	i	i
O=C(Nc1cnccn1)c1cccnc1	-2%	6%	-2%	2%	i	-14%	0%	-3%	9%	i	i
CCOC(=O)COc1ccc2c(c1)c(C(=O)OCC)c(C)n2CC	-4%	4%	10%	-1%	i	-23%	2%	-3%	15%	i	i

Reprinted from the part before: three entries, followed by the next part.
Sequence of screens – USP2a inh, HADH2 inhib, HEK293 cAMP ctrl, Caspase-1 inhib, Texas Red fluor, ERK AVP inh, Luciferase inh, Caspase-7 inhib, Tau filament bind, Rhodamine autofl, Fluorescein autfl
> NC(N)=N/N=C\c1ccc(O)c(C(=O)O)c1
→ ·, -26%[11.4 µM], 12%[11.4 µM], -3%[11.5 µM], i, 33%[activator][11.5 µM], 5%[11.4 µM], 1%[11.5 µM], -5%[11.4 µM], i, i
> O=C(Nc1cnccn1)c1cccnc1
→ -2%, 6%, -2%, 2%, i, -14%, 0%, -3%, 9%, i, i
> CCOC(=O)COc1ccc2c(c1)c(C(=O)OCC)c(C)n2CC
→ -4%, 4%, 10%, -1%, i, -23%, 2%, -3%, 15%, i, i
> O=C(CN1C(=O)NC2(CCc3ccccc32)C1=O)Nc1cc(C(F)(F)F)ccc1N1CCOCC1 (configuration not stated)
→ 32%[activator], 12%, -13%, 2%, i, 2%, 2%, -1%, 8%, i, ?
> CNCc1ccc(OCc2ccccc2)c(OC)c1
→ 0%, -2%, 1%, 2%, i, 22%, -3%, 0%, -2%, i, i
> COCCn1cc(C(=O)c2ccccc2OCC(=O)Nc2cc(C)on2)cc(C#N)c1=O
→ 13%, 8%, 23%, -6%, ?, -1%, 0%, -5%, 19%, i, i
> CCC(=O)NC1(C(F)(F)F)C(=O)Nc2c1c(=O)n(C)c(=O)n2C (configuration not stated)
→ -3%, 4%, 0%, -1%, i, -5%, 0%, 0%, -7%, i, i
> Brc1ccccc1OCCCN1CCOCC1
→ 1%, 20%, 10%, -2%, ·, -26%, -5%, 0%, 1%, ·, ·
> CC1=C(C(=O)OC(C)C)C(c2ccc(N(C)C)cc2)C2=C(CC(C)(C)CC2=O)N1 (configuration not stated)
→ 21%, 9%, ?, -16%, i, -23%, -1%, -13%, ?, i, i
> Cc1noc(C)c1S(=O)(=O)N1CCC(C(=O)NC2CCCc3ccccc32)CC1 (configuration not stated)
→ 7%, 4%, 20%, -1%, i, 8%, 5%, 1%, -7%, i, i
> N#Cc1c(-c2ccccc2)nc(SCc2nc(N)nc(N3CCCCC3)n2)[nH]c1=O
→ 1%, -13%, 14%, 2%, i, 2%, -1%, -2%, 7%, i, i
> Cc1cnc(CNc2ncnc3ccc(-c4cccc(NS(C)(=O)=O)c4)cc23)cn1
→ 143%[activator], -7%, 8%, -1%, i, -14%, 1%[2.29 µM], 0%, -8%, i, i
